# Source: PubChem BioAssay (several laboratories)
# MT stabilize HCS: microtubule stabilizers in HeLa cells, primary screen, imaging, high-content imaging; % tubulin-high responders, % at 10 µM; AID 2205, 2009; HeLa tubulin immunostaining HCS, 24 h; share of cells brighter than vehicle mean+2SD; 200,000 compounds, 0.83% hits;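 active = plate Z-score above 3 for both tubulin-high and condensed-nucleus cell shares, with cell loss under 80%, at 10 µM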;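 note: anti alpha tubulin signal scored within the nucleus-defined area of each cell; some results filed as inactive read as strong as hits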
# Autophagy mod: autophagy modulators in MEF cells, primary screen, imaging, high-content, MEF GFP-LC3. MEF GFP-LC3 puncta imaging; test concentration mostly 10 µM. calls only at 10 µM (by protocol). 190,000 compounds, 0.98% hits. AID 463193, 2010;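 active = percentage of spot-positive cells more than 3 SD above its plate mean, without a fluorescence outlier flag or 80% toxicity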;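 note: spot-positive cell cutoff set from DMSO-treated cells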
# UTI89 phage lysis: inhibition of K1F phage lysis, E. coli UTI89, bacterial capsule biogenesis inhibitors, alamar blue (AID 488966). one-dose inhibition, % at 100 µM; IC50 in µM for titrated hits. E. coli UTI89 K1F phage lysis, alamar blue, 2 h; higher % means a stronger effect. 340,000 compounds, 0.02% hits;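 active = phage lysis inhibition, versus mean bacterial control, above a set limit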;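 note: capsule biogenesis inhibitors block K1F phage lysis so surviving cells raise fluorescence; higher fluorescence means more inhibition of phage lysis; actives were called in the ten point dose series up to 300 µM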
# ER stress rescue: rescue of cells from ER stress-induced death, primary screen, 384-well, CSM14.1, thapsigargin, ATP luminescence (AID 1222). CSM14.1 thapsigargin-induced death rescue, ATP luminescence; higher % means a stronger effect. 190,000 tested, under 10 active. one-dose cellular ATP content (survival), % at 20 µM; EC50 in µM for titrated hits;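 active = EC50 below 50 µM in the dose-response confirmation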;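 note: death triggered by thapsigargin at about 15 µM added after 2 h compound pretreatment; cell ATP read after overnight thapsigargin exposure of roughly 18 to 22 hours; normalized against plate controls of thapsigargin alone and 5% DMSO vehicle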
# P. falciparum M17LAP: P. falciparum M17LAP inhibitors, primary screen, biochemical, fluorogenic H-Leu-NHMec substrate, 1536-well (AID 1619); one-dose inhibition, % at 30 µM; IC50 in µM for titrated hits; Leucine aminopeptidase (Plasmodium falciparum (isolate 3D7)); recombinant M17LAP, H-Leu-NHMec fluorogenic kinetic assay; higher % means a stronger effect; 220,000 compounds, 0.38% hits;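 active = compound inhibiting the enzyme by more than half at any dose during confirmatory dose-response retesting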;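 note: plate controls were full reaction with DMSO carrier for no effect and no enzyme background for full effect; strong numbers were not always called active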
# Insulin prom up: insulin promoter activators in MIN6 cells, imaging, high-content screening, mouse beta cells | MIN6 insulin promoter-GFP reporter; stronger effect = higher value | z-score at 5 µM | 190,000 compounds, 0.3% hits | AID 1625, 2009;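 active = z-score above 3 at 5 µM with at least 500 cells counted in the well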
# P. falciparum M1AAP: P. falciparum M1AAP inhibitors, biochemical, fluorogenic H-Leu-NHMec substrate, 1536-well (AID 1445); Aminopeptidase N (Plasmodium falciparum (isolate 3D7)); recombinant M1AAP, H-Leu-NHMec fluorogenic kinetic assay; higher % means a stronger effect; inhibition, % at 30 µM; hits with a dose series show IC50 in µM; 220,000 compounds, 0.42% hits;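 active = primary inhibition above the hit cutoff, then over 50% inhibition at one or more dose response concentrations, cut at about 23% in these data, passing the limit was not always enough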;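 note: plate controls were DMSO full reaction for no effect and no enzyme background for full effect; strong numbers were not always called active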
# Dynein transport: inhibitors of GR-EGFP nuclear translocation, primary screen, dynein cargo transport inhibitor project, imaging, high-content, 3617.4 mouse cells; test concentration mostly 20 µM; stimulated with dexamethasone, 1 µM; stronger effect = lower value; z-score, hits read low; 220,000 compounds, 0.47% hits;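 active = plate z-score of nuclear minus cytoplasmic receptor signal below a set negative limit, without overly bright fluorescence or cell loss, cut at about -3.5 in these data, passing the limit was not always enough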;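 note: z-score of nuclear minus cytoplasmic ring GR-EGFP intensity difference per well; some compounds called inactive have numbers as strong as hits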
#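 Buffer or medium: tetracycline-free induction medium containing charcoal-stripped FBS / Reagent: dexamethasone agonist, 1.0 µM final, for 30 min / Technique: automated 10x imaging of fixed Hoechst-stained cells / Times: induction 48 h, compound 1 h, agonist 30 min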
# b-catenin transl: modulators of beta-catenin nuclear translocation, primary screen, imaging, HeLa cells, immunofluorescence, high-content. 190,000 compounds, 0.3% hits. nuclear translocation activity, % at 5 µM. AID 1665, 2009;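 active = nuclear translocation activity above 50% at 5 µM, with a well cell count of 50 or more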;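 note: per-cell ratio of nuclear to cytoplasmic median beta-catenin stain intensity; plate controls were DMSO negative control for no effect and GSK-3 inhibitor IX positive control for full effect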
#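 Test system: HeLa cells, endogenous beta-catenin; Compound: single 5 µM dose plus 0.02–20 µM confirmation series; Times: compound exposure 24 h at 37°C; Signal: fluorescence imaging of beta-catenin antibody stain plus DAPI; Read-out: % activation, nuclear-to-cytoplasmic median beta-catenin signal ratio per cell.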
# Dynein transport cytoplasmic EGFP: further read-out of Dynein transport, marked with its call; z-score; measured here: cytoplasmic GR-EGFP intensity; stronger effect = higher value
# Dynein transport nuclear GR-EGFP: recorded beside Dynein transport, whose call it bears; z-score; measured here: nuclear GR-EGFP intensity;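 lower value marks the stronger effect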
# Dynein transport cell count: second read-out of Dynein transport, no call of its own (marks repeat the call); z-score; measured here: cell count per field
# Insulin prom up cell count: recorded beside Insulin prom up, whose call it bears; cell count; measured here: cytotoxicity, nuclei count;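 total cells summed across four imaged fields per well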
# b-catenin transl cell count 5 µM: further read-out of b-catenin transl, marked with its call; cell count; measured here: cell count, cytotoxicity flag
# MT stabilize HCS Hoechst-high %: also measured in MT stabilize HCS; calls as there; % Hoechst-high responders; measured here: nuclear condensation Hoechst responders;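 share of cells brighter than vehicle mean plus two SD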
# MT stabilize HCS cytotoxicity %: recorded beside MT stabilize HCS, whose call it bears; toxicity, %; measured here: cytotoxicity by cell density;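 0% = mean cell density of plate MIN control wells and 100% = no cells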
# Autophagy mod cell loss 18 h: second read-out of Autophagy mod, no call of its own (marks repeat the call); toxicity, %; measured here: cell loss, nuclei count;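 cell loss after 18 h compound exposure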
# Starred values were filed as active, the others as inactive; i = inactive; · = not tested or not shown; [ ] = remark or other dose.
structure,MT stabilize HCS,MT stabilize HCS Hoechst-high %,MT stabilize HCS cytotoxicity %,Autophagy mod,Autophagy mod cell loss 18 h,UTI89 phage lysis,ER stress rescue,P. falciparum M17LAP,Insulin prom up,Insulin prom up cell count,P. falciparum M1AAP,Dynein transport,Dynein transport cytoplasmic EGFP,Dynein transport nuclear GR-EGFP,Dynein transport cell count,b-catenin transl,b-catenin transl cell count 5 µM
Cn1c(=O)[nH]c(=O)c2c1nc(N1CCN(c3ccccc3)CC1)n2CCSc1ncccn1,2.3,4.4,4.7,i,9,0.6%,1.0%,7%,0.93,861,5%,0.89,-0.27,0.49,0.16,·,·
c1ccc(C2CC(c3ccccc3)n3ncnc3N2)cc1 (stereo unspecified),1.9,3.0,11,i,-3,2.8%,·,-1%,1.2,1281,5%,-0.85,1.2,-0.17,0.52,-4.8,1029
Cn1c2ccccc2c2c(C(=O)NCc3ccco3)cn(C3CCCCC3)c(=O)c21,3.6,1.0,12,i,-3,2.5%,0.4%,-4%,0.37,815,4%,1.2,-0.075,0.97,-0.53,·,·
O=C(NNC(=O)c1ccccc1Cl)c1ccncc1,3.4,2.3,4.4,i,1,3.2%[50 µM],-1.9%,13%,0.05,1303,-2%,0.49,-0.3,0.0092,-0.019,0.8,1066
C=CCn1c(Cc2cccs2)nnc1SCC(=O)c1cccc(Br)c1,4.9,3.2,6.8,i,11,0.0%,1.8%,-1%,-0.4,1286,1%,-0.32,-0.18,0.29,-0.5,-3.8,1006
COc1cccc(Cn2c(OCC3CCCO3)nc3c2c(=O)n(C)c(=O)n3C)c1 (stereo unspecified),2.6,2.3,6.3,i,6,0.3%,-2.1%,11%,-0.5,1350,-6%,0.033,-0.32,-0.2,0.33,-1.6,905
COC(=O)c1scc(C)c1N1C(=O)c2ccccc2C1=O,·,·,·,·,·,·,·,6%,-0.38,1345,2%,-0.34,-0.27,-0.2,1.2,-1.2,1052
CCCCNC(=O)/C(C#N)=C/c1ccc(-c2ccc(S(=O)(=O)N3CCOCC3)cc2)o1,3.1,3.7,1.7,i,4,2.0%,-3.1%,19%,0.17,1275,15%,-0.16,-0.22,-0.0014,0.7,-1.2,1075
NN1C(=O)NC(c2ccccc2)(c2ccccc2)C1=O,1.2,2.8,11,i,-4,0.2%,-1.9%,-1%,·,·,6%,-0.38,-0.36,-0.29,0.99,-0.9,510
CCCNC(=S)Nc1ccccc1,·,·,·,·,·,0.1%,·,-4%,-0.1,1058,-6%,-0.27,-0.21,-0.53,0.92,-0.5,1369

# Exported with two lines to a compound: 2 of the compounds above
# Values run as follows: MT stabilize HCS	MT stabilize HCS Hoechst-high %	MT stabilize HCS cytotoxicity %	Autophagy mod	Autophagy mod cell loss 18 h	UTI89 phage lysis	ER stress rescue	P. falciparum M17LAP	Insulin prom up	Insulin prom up cell count	P. falciparum M1AAP	Dynein transport	Dynein transport cytoplasmic EGFP	Dynein transport nuclear GR-EGFP	Dynein transport cell count	b-catenin transl	b-catenin transl cell count 5 µM
COc1cccc(Cn2c(OCC3CCCO3)nc3c2c(=O)n(C)c(=O)n3C)c1 (stereo unspecified)
    2.6	2.3	6.3	i	6	0.3%	-2.1%	11%	-0.5	1350	-6%	0.033	-0.32	-0.2	0.33	-1.6	905
O=C(NNC(=O)c1ccccc1Cl)c1ccncc1
    3.4	2.3	4.4	i	1	3.2%[50 µM]	-1.9%	13%	0.05	1303	-2%	0.49	-0.3	0.0092	-0.019	0.8	1066

# (listing goes on)
structure,MT stabilize HCS,MT stabilize HCS Hoechst-high %,MT stabilize HCS cytotoxicity %,Autophagy mod,Autophagy mod cell loss 18 h,UTI89 phage lysis,ER stress rescue,P. falciparum M17LAP,Insulin prom up,Insulin prom up cell count,P. falciparum M1AAP,Dynein transport,Dynein transport cytoplasmic EGFP,Dynein transport nuclear GR-EGFP,Dynein transport cell count,b-catenin transl,b-catenin transl cell count 5 µM
CCOC(=O)C1=C2NC(=O)c3ccccc3N2C(=O)C1,2.7,3.5,2.0,i,2,2.1%,-7.6%,22%,0.31,1304,7%,-1.3,-0.12,-0.55,0.81,0.1,1051
COc1ccc2nc(NC(=O)c3cccs3)sc2c1,·,·,·,·,·,·,·,-2%,-0.83,1430,-2%,-0.9,-0.26,-0.72,0.86,-1.0,1286
CC(C)CC1=NC(C(F)(F)F)(C(F)(F)F)c2c(n(CC(C)C)c(=O)[nH]c2=O)N1,5.7,1.9,11,i,-5,0.1%,-0.4%,-5%,0.29,1656,10%,-0.069,0.063,0.042,0.41,0.3,1064
CN(C)CC(O)CN1C(=O)NC(C)(C)C1=O (stereo unspecified),·,·,·,i,3,0.1%,1.0%,-22%,·,·,9%,0.44,-0.23,0.54,-0.013,0.7,1553
COc1cc(/C=N/NC(=O)c2ccoc2C)cc(OC)c1OC,1.1,1.9,10,i,37,-2.0%,·,·,·,·,·,2.8,-0.053,1.9,-1.3,·,·
Fc1cnc(N2CCN(c3ccccc3)CC2)nc1N1CCN(c2ccccc2)CC1,5.4,2.5,7.2,i,12,2.5%[50 µM],-4.3%,-2%,-0.84,1007,5%,-1.2,-0.16,-0.041,0.98,0.2,495
Cc1ccccc1C(=O)NCCCc1ccccc1,2.2,2.3,6.5,i,-12,-2.9%,-4.3%,-4%,-5.2,559,-1%,-0.039,0.44,-0.33,-0.29,-0.5,576
COc1ccccc1OCC(=O)NCCc1nc2ccccc2[nH]1,2.7,3.6,12,i,33,2.4%,0.0%,-23%,0.01,1497,-4%,-0.48,0.072,0.12,0.087,-3.1,954
Cc1occc1C(=O)NNC(=O)c1cccc(F)c1,5.4,2.5,7.0,i,-15,-1.6%,0.2%,-4%,-1,1422,4%,1.3,-0.3,0.95,-0.99,-1.8,1188
CC(=O)c1ccc(NC(=O)CSCC(=O)Nc2ccc3ccccc3c2)cc1,1.9,2.5,4.4,i,-3,0.3%,2.9%,9%,0.1,852,10%,-0.9,-0.14,-0.35,1.6,-1.4,1221
N#Cc1c(-c2ccccc2)[nH]c(=S)[nH]c1=O,1.2,1.9,2.5,i,-3,1.6%,-3.5%,16µM*,·,·,11%,0.11,-0.49,0.089,0.075,-5.6,1151
CCOc1ccc(S(=O)(=O)N2CCCCC2)c2ccccc12,7.1,3.4,8.2,i,-13,-1.4%,0.0%,-4%,2.9,1029,6%,-0.72,-0.17,-0.4,0.89,2.6,812
CC(C)Oc1ccc(CCc2nnc(SC(C)C(=O)O)n2-c2ccccc2)cc1 (stereo unspecified),3.3,1.5,1.4,i,14,-0.4%,0.3%,-8%,1.4,1469,-2%,1.1,0.5,0.84,-1.6,-0.6,1015
CC(C)(C)C(=O)Nc1sc(-c2ccccc2)cc1C(=O)O,·,·,·,·,·,0.2%,·,-8%,0.05,1197,-6%,0.45,-0.28,0.9,-0.36,-0.7,1270
Cc1ccc(NC(=O)CN2C(=S)NC(C)(C)CC2C)cc1Cl (stereo unspecified),4.8,0.9,0.5,i,0,0.4%,-0.3%,9%,-0.46,1203,-9%,2.8,0.029,1.3,-1.4,-1.0,1105
COCCN(C(=O)CCCC(=O)Nc1ccccn1)C(C(=O)NC1CCCC1)c1ccc(C)cc1 (stereo unspecified),2.3,1.5,7.9,i,-11,0.3%,0.9%,3%,-0.42,1252,6%,-0.75,-0.19,-0.22,0.79,-7.3,1014
O=C(C(=O)N1CCCc2ccccc21)N1CCCc2ccccc21,2.6,2.0,0.2,i,-1,-0.1%,-5.2%,8%,0.95,1312,-6%,1.5,0.12,1.2,-2,-1.1,900
CCOC(=O)c1sc(-c2ccc(C(F)(F)F)cc2)nc1O,·,·,·,·,·,-0.3%,·,8%,-0.12,1441,8%,0.012,-0.2,-0.2,0.39,-1.6,1031
O=C(CN1CCCC1)N1CCCc2ccccc21,1.3,1.1,3.9,i,-14,-2.4%,-0.8%,-1%,0.15,1588,1%,0.0044,-0.36,-0.51,0.5,-0.8,1497
CC(C)CCNC(=O)NC(=O)CN1C(=O)NC2(CCCCC2)C1=O,1.8,1.9,12,i,6,0.8%,-2.0%,-1%,·,·,4%,-0.38,-0.18,0.47,2.2,0.0,1199
[O-]/[N+](=C\c1ccc(OC(F)F)cc1)c1ccccc1,1.9,2.0,9.8,i,5,-0.1%,-0.6%,5%,0.51,1437,6%,2,-0.055,1.1,-1.8,-6.4,958
CCOc1cc(/C=N\NC(=O)Cn2nnc3ccccc32)ccc1O,3.1,2.1,9.4,i,-3,0.2%,-0.7%,4%,0.17,1226,6%,-0.9,-0.17,-0.37,1.1,-0.3,1042
CCOC(=O)c1sc2nc(C)n(CC(=O)NCC3CCCO3)c(=O)c2c1C (stereo unspecified),3.9,2.3,5.5,i,5,1.2%,-1.3%,-3%,0.2,1629,-1%,0.79,-0.26,0.4,-0.28,1.1,1256
c1ccc(CNc2nc(N3CCOCC3)nc(N3CCOCC3)n2)cc1,3.9,2.5,6.2,i,-1,0.3%,-2.8%,3%,·,·,3%,-0.12,-0.25,0.26,-0.41,·,·
OCCNc1c2ccccc2nc2c(F)c(F)c(F)c(F)c12,1.9,2.9,7.8,i,4,0.4%,-5.4%,7%,0.51,740,2%,-1.7,2.2,-0.18,-0.082,56*,170*
